Bioassay records (PubChem)
LYP inhibition – PTPN22 lymphoid phosphatase activity blockers – biochemical, fluorescence intensity, uHTS (AID 1779); recombinant LYP phosphatase, fluorescence intensity; higher % means a stronger effect; inhibition, % at 11.5 µM, or IC50 in µM where a hit was titrated; actives 0.054% (n = 290,000); in the data active = inhibition above about 50%;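 note: plate controls were vehicle with enzyme for no effect and no enzyme for full effect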
RSV CPE inhibition – inhibition of RSV-induced cytopathic effect – HEp-2 cells, primary 10 µM value included (AID 2391); actives 0.13% (n = 310,000); HEp-2 cells, RSV-induced CPE inhibition; higher % means a stronger effect; CPE inhibition, % at 10 µM, or IC50 in µM where a hit was titrated; in the data active = a potency from the dose series; note: strong numbers were not always called active
Large T inhibition – SV40 large T antigen inhibitors, biochemical (AID 1903). SV40 large T antigen ATPase/helicase inhibition assay; higher % means a stronger effect. inhibition, % at 20 µM, or IC50 in µM where a hit was titrated. actives 0.39% (n = 310,000); in the data active = a potency from the dose series; note: strong numbers were not always called active
Salmonella PhoP GFP – inhibitors of PhoP regulon expression, primary screen, Salmonella Typhimurium, GFP reporter (AID 1863). inhibition, % at 50 µM, or IC50 in µM where a hit was titrated. actives 0.16% (n = 300,000). S. Typhimurium PhoP-regulated promoter GFP reporter, 4 h; higher % means a stronger effect;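 active = inhibition over 29.93%, a cutoff 3 SD above the screen mean, later confirmed by dose response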;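 note: 0% = low Mg2+ inducing control and 100% = high Mg2+ repressing control; strong numbers were not always called active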
GPR35 antagonists – GPR35 antagonists blocking zaprinast-driven arrestin recruitment, primary screen, imaging, U2OS, beta-arrestin-GFP, zaprinast agonist (AID 2058) | U2OS GPR35 beta-arrestin-GFP translocation imaging, zaprinast antagonism; higher % means a stronger effect | one-dose inhibition, % at 10 µM; IC50 in µM for titrated hits | actives 0.052% (n = 290,000);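 active = inhibition of at least 50% with at least 30 cells and total cytoplasm GFP at most 10,000,000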
West Nile antiviral – West Nile virus antiviral activity, cell-based, CPE readout (AID 1621). actives 0.02% (n = 290,000). West Nile virus-infected cells, CPE inhibition; higher % means a stronger effect. CPE inhibition, % at 10 µM; hits with a dose series show IC50 in µM; in the data active = a potency from the dose series; note: strong numbers were not always called active
NS5 inhibitors – flavivirus cap methylation enzyme inhibition – biochemical, confirmation dose response, primary screen (AID 588689); Dengue-2 NS5 methyltransferase capping enzyme assay, biochemical; higher % means a stronger effect; inhibition, % at 25 µM, or IC50 in µM where a hit was titrated; actives 0.3% (n = 340,000); in the data active = a potency from the dose series
MgcRacGAP inhibition – MgcRacGAP GTPase-activating activity inhibitors, confirmation, biochemical, ADP Hunter fluorescence; MgcRacGAP-stimulated Rac1 GTP hydrolysis, ADP Hunter fluorescence; higher % means a stronger effect; GST-tagged Rac1 F28L mutant substrate; inhibition, % at 30 µM, or IC50 in µM where a hit was titrated; actives 0.6% (n = 340,000);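 active = first-screen hits whose inhibition reached a set limit at any dose in the follow-up dose series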;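 note: fluorescence reports GDP produced by GAP-driven GTP hydrolysis; strong numbers were not always called active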
ER stress rescue – protection against thapsigargin-triggered cell killing – 384-well, CSM14.1, ATP luminescence, primary screen (AID 1222); CSM14.1 thapsigargin-induced death rescue, ATP luminescence; higher % means a stronger effect; one-dose cellular ATP content (survival), % at 20 µM; EC50 in µM for titrated hits; 190,000 tested, under 10 active;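 active = EC50 below 50 µM in the dose-response confirmation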;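 note: death triggered by thapsigargin at about 15 µM added after 2 h compound pretreatment; cell ATP read after overnight thapsigargin exposure of roughly 18 to 22 hours; normalized against plate controls of thapsigargin alone and 5% DMSO vehicle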
NS5 inhibitors pilot replicate – second read-out of NS5 inhibitors, no call of its own (marks repeat the call); inhibition, %; measured here: pilot screen replicate inhibition
* = called active by the depositor; & = joins results of further samples. The order is random; overall some 1.5% were active at least once.

What do the screens show for `CCN(CC)CCn1c(N)cc(=O)[nH]c1=O`?
LYP inhibition: 4%; RSV CPE inhibition: 0.2%; Large T inhibition: 10%; Salmonella PhoP GFP: -8%; GPR35 antagonists: 3%; West Nile antiviral: 0.4%; NS5 inhibitors: -1%; MgcRacGAP inhibition: 5%; ER stress rescue: 0.0%

How did Cc1ccc(CNc2ccc3c(c2)ncn3C(C)(C)C)cc1 do in these assays?
LYP inhibition: 2%; RSV CPE inhibition: 1.5%; Large T inhibition: 22%; Salmonella PhoP GFP: -4%; GPR35 antagonists: 4%; West Nile antiviral: -1.1%; NS5 inhibitors: 11%; MgcRacGAP inhibition: 14%; ER stress rescue: -0.7%

How did O=C(CN1CCN(c2ccccc2)CC1)N1CCN(c2ccccc2)CC1 do in these assays?
LYP inhibition: 0%; RSV CPE inhibition: -0.6%; Large T inhibition: 1%; Salmonella PhoP GFP: -8%; GPR35 antagonists: 16%; West Nile antiviral: -0.9%; NS5 inhibitors: 2%; MgcRacGAP inhibition: 3%; ER stress rescue: -1.4%

How did CC1=CC(C)(C)C(C(=O)O)C(C(=O)O)C1 (stereo not drawn) do in these assays?
LYP inhibition: -4%; RSV CPE inhibition: 0.8%; Large T inhibition: 3%; Salmonella PhoP GFP: -7%; GPR35 antagonists: 10%; West Nile antiviral: 0.1%; NS5 inhibitors: -2%; MgcRacGAP inhibition: 6%; ER stress rescue: 0.2%

Results for CCOc1ccccc1CNC(=O)c1cc2oc3ccccc3c2n1CC ?
LYP inhibition: 1%; RSV CPE inhibition: 42µM*; Large T inhibition: 8%; Salmonella PhoP GFP: 28%; GPR35 antagonists: 5%; West Nile antiviral: -1.7%; NS5 inhibitors: 4%; MgcRacGAP inhibition: 10%; ER stress rescue: 2.1%

Results for CC(=O)N(C1=C(Cl)C(=O)c2ccccc2C1=O)c1ccc(C(=O)O)cc1 ?
LYP inhibition: -9%; RSV CPE inhibition: -2.0%; Large T inhibition: 45%; Salmonella PhoP GFP: -48%; GPR35 antagonists: -11%; West Nile antiviral: -0.5%; NS5 inhibitors: 5.9µM*; MgcRacGAP inhibition: 165µM*

Results for COc1ccc(C)cc1NC(=S)NNC(=O)c1c(Br)cnn1C ?
LYP inhibition: 7%; RSV CPE inhibition: 5.6%; Large T inhibition: 22%; Salmonella PhoP GFP: -3%; GPR35 antagonists: 0%; West Nile antiviral: 0.3%; NS5 inhibitors: -6%; MgcRacGAP inhibition: 6%; ER stress rescue: 7.0%

How did O=C1C(=Cc2cccs2)C(=O)c2ccccc21 do in these assays?
LYP inhibition: -2%; RSV CPE inhibition: 0.8%; Large T inhibition: 12%; Salmonella PhoP GFP: 6%; GPR35 antagonists: 12%; West Nile antiviral: 0.4%; NS5 inhibitors: 7%; MgcRacGAP inhibition: 4%; ER stress rescue: -0.6%

What do the screens show for `O=C(O)C1CCCCC1C(=O)Nc1cnn(Cc2ccccc2)c1` (stereo not drawn)?
LYP inhibition: -1%; RSV CPE inhibition: 1.6%; Large T inhibition: 11%; Salmonella PhoP GFP: -5%; GPR35 antagonists: 1%; West Nile antiviral: -0.3%; NS5 inhibitors: -7%; MgcRacGAP inhibition: 11%; ER stress rescue: 2.6%

How did O=C(NCC(c1ccco1)N1CCc2ccccc2C1)C(=O)Nc1cc(F)ccc1F (stereo not drawn) do in these assays?
RSV CPE inhibition: 7.6%; Large T inhibition: 16%; Salmonella PhoP GFP: -8%; NS5 inhibitors: 1%; MgcRacGAP inhibition: 1%

Among those listed so far, these have sulfur:
Results for COc1ccc(C)cc1NC(=S)NNC(=O)c1c(Br)cnn1C ?
LYP inhibition: 7%; RSV CPE inhibition: 5.6%; Large T inhibition: 22%; Salmonella PhoP GFP: -3%; GPR35 antagonists: 0%; West Nile antiviral: 0.3%; NS5 inhibitors: -6%; MgcRacGAP inhibition: 6%; ER stress rescue: 7.0%

How did O=C1C(=Cc2cccs2)C(=O)c2ccccc21 do in these assays?
LYP inhibition: -2%; RSV CPE inhibition: 0.8%; Large T inhibition: 12%; Salmonella PhoP GFP: 6%; GPR35 antagonists: 12%; West Nile antiviral: 0.4%; NS5 inhibitors: 7%; MgcRacGAP inhibition: 4%; ER stress rescue: -0.6%

More records follow:
What do the screens show for `O=C(COC(=O)C1C2CC3OC(=O)C1C3C2)Nc1ccc(Br)cc1` (stereo not drawn)?
LYP inhibition: -12%; RSV CPE inhibition: -0.1%; Large T inhibition: -1%; Salmonella PhoP GFP: -5%; GPR35 antagonists: 13%; West Nile antiviral: 0.2%; NS5 inhibitors: -7%; MgcRacGAP inhibition: 6%

Results for O=C(Nc1ccncc1)C1CCN(S(=O)(=O)c2ccccc2C(F)(F)F)CC1 ?
LYP inhibition: -5%; RSV CPE inhibition: 12%; Large T inhibition: 10%; Salmonella PhoP GFP: 8%; GPR35 antagonists: 6%; West Nile antiviral: -0.2%; NS5 inhibitors: 2%; MgcRacGAP inhibition: 0%

How did O=C(COC(=O)C1CCN(S(=O)(=O)c2cccs2)CC1)NCc1ccccc1 do in these assays?
LYP inhibition: -1%; RSV CPE inhibition: 1.1%; Large T inhibition: 4%; Salmonella PhoP GFP: -10%; GPR35 antagonists: -6%; West Nile antiviral: 0.4%; NS5 inhibitors: -9%; MgcRacGAP inhibition: 1%; ER stress rescue: -2.0%

Results for O=C(CN1CCOCC1)Nc1ccc(C2CCCCC2)cc1 ?
LYP inhibition: -4%; RSV CPE inhibition: 1.3%; Large T inhibition: 4%; Salmonella PhoP GFP: -12%; GPR35 antagonists: -12%; West Nile antiviral: -0.3%; NS5 inhibitors: -5%; MgcRacGAP inhibition: 8%; ER stress rescue: -0.7%

How did COc1ccc(-c2csc(NC(=O)CN3C(=O)NC4(CCCC4)C3=O)n2)cc1 do in these assays?
RSV CPE inhibition: -1.6%; Large T inhibition: 11%; Salmonella PhoP GFP: -2%; NS5 inhibitors: -4%; MgcRacGAP inhibition: 0%

What do the screens show for `COc1ccc(NC(=O)CSc2nc(C)c3c(c2C#N)CCCC3)cc1`?
LYP inhibition: -6%; RSV CPE inhibition: 8.1%; Large T inhibition: -4%; Salmonella PhoP GFP: -7%; GPR35 antagonists: 0%; West Nile antiviral: -0.7%; NS5 inhibitors: -2%; MgcRacGAP inhibition: 0%; ER stress rescue: -0.3%

What do the screens show for `O=C(NNC(=O)C1C2CCC(C2)C1C(=O)O)c1cccc(Cl)c1` (stereo not drawn)?
LYP inhibition: -4%; RSV CPE inhibition: 1.1%; Large T inhibition: 6%; Salmonella PhoP GFP: 2%; GPR35 antagonists: -5%; West Nile antiviral: -0.3%; NS5 inhibitors: 5%; MgcRacGAP inhibition: 2%; ER stress rescue: -1.8%

What do the screens show for `Cc1ncc([N+](=O)[O-])n1CC(=O)NC1CCCCCC1`?
LYP inhibition: -5%; RSV CPE inhibition: 0.3%; Large T inhibition: 6%; Salmonella PhoP GFP: -7%; GPR35 antagonists: 7%; West Nile antiviral: -0.1%; NS5 inhibitors: -2%; MgcRacGAP inhibition: 5%; ER stress rescue: 0.4%

How did CN(CC(=O)Nc1ccccc1[N+](=O)[O-])Cc1ccc(Br)cc1 do in these assays?
LYP inhibition: -1%; RSV CPE inhibition: 6.3%; Large T inhibition: 7%; Salmonella PhoP GFP: -10%; GPR35 antagonists: 0%; West Nile antiviral: -0.6%; NS5 inhibitors: -8%; MgcRacGAP inhibition: 7%; ER stress rescue: -1.5%

What do the screens show for `COc1ccc(N2C(=O)CC(n3c(CCCCO)nc4ccccc43)C2=O)cc1` (stereo not drawn)?
LYP inhibition: 0%; RSV CPE inhibition: 2.0%; Large T inhibition: 2%; Salmonella PhoP GFP: 2%; GPR35 antagonists: -9%; West Nile antiviral: 0.1%; NS5 inhibitors: 6%; MgcRacGAP inhibition: 6%; ER stress rescue: 8.8%

What do the screens show for `O=C(COC(=O)c1cnccn1)Nc1ccc2c(c1)OCO2`?
LYP inhibition: -8%; RSV CPE inhibition: 0.5%; Large T inhibition: 2%; Salmonella PhoP GFP: 5%; GPR35 antagonists: -14%; West Nile antiviral: 0.3%; NS5 inhibitors: 6%; MgcRacGAP inhibition: 0%; ER stress rescue: -2.3%

What do the screens show for `Cn1cnnc1SCC(=O)Nc1ccccc1F`?
LYP inhibition: -11%; RSV CPE inhibition: 1.8%; Large T inhibition: 6%; Salmonella PhoP GFP: 5%; GPR35 antagonists: -17%; West Nile antiviral: 0.2%; NS5 inhibitors: -3%; MgcRacGAP inhibition: -6%; ER stress rescue: 0.0%

How did Cc1ccc(NC(=O)CCNS(=O)(=O)c2ccc3c(c2)CCC(=O)N3)cc1C do in these assays?
LYP inhibition: -1%; RSV CPE inhibition: 1.5%; Large T inhibition: 9%; Salmonella PhoP GFP: -1%; GPR35 antagonists: -6%; West Nile antiviral: 1.4%; NS5 inhibitors: 2%; MgcRacGAP inhibition: 5%

What do the screens show for `COCC1CCN(C(=O)C2CCC(=O)N(C3CCCCCC3)C2)CC1` (stereo not drawn)?
LYP inhibition: -6%; RSV CPE inhibition: 0.4%; Large T inhibition: 8%; Salmonella PhoP GFP: -5%; GPR35 antagonists: 4%; West Nile antiviral: -0.3%; NS5 inhibitors: -10%; MgcRacGAP inhibition: 9%

What do the screens show for `O=C(c1ccc(O)cc1)c1ccc(C(=O)c2ccc(O)cc2)cc1`?
LYP inhibition: 2%&2%; RSV CPE inhibition: 12%; Large T inhibition: 0%; Salmonella PhoP GFP: -5%&-4%; GPR35 antagonists: 5%&-10%; West Nile antiviral: 0.6%; NS5 inhibitors: -11%; MgcRacGAP inhibition: 7%; ER stress rescue: -2.1%

What do the screens show for `C/C=C1\COC(C(=O)NCc2ccccc2)(C(F)(F)F)C=C1C=C(C)C` (stereo not drawn)?
RSV CPE inhibition: 0.1%; Large T inhibition: 12%; Salmonella PhoP GFP: 4%; West Nile antiviral: -1.0%; NS5 inhibitors: -1%; MgcRacGAP inhibition: 8%

What do the screens show for `COc1ccc(NC(=S)N/N=C2/CCCc3c(C)cc(C)cc32)cc1`?
LYP inhibition: -3%; RSV CPE inhibition: 0.5%; Large T inhibition: 23%; Salmonella PhoP GFP: 4%; GPR35 antagonists: -14%; West Nile antiviral: -0.1%; NS5 inhibitors: -7%; MgcRacGAP inhibition: 9%; ER stress rescue: -0.1%

Results for COc1cc(/C=N/n2nnnc2N)ccc1OC(C)=O ?
LYP inhibition: -2%; RSV CPE inhibition: 1.1%; Large T inhibition: 13%; Salmonella PhoP GFP: 13%; GPR35 antagonists: 17%; West Nile antiviral: -0.5%; NS5 inhibitors: -9%; MgcRacGAP inhibition: 24%; NS5 inhibitors pilot replicate: -3.7

How did O=C(Nc1ccc([N+](=O)[O-])cc1)Nc1cnccn1 do in these assays?
LYP inhibition: -9%; RSV CPE inhibition: 15%; Large T inhibition: 4%; Salmonella PhoP GFP: 2%; GPR35 antagonists: 1%; West Nile antiviral: -1.0%; NS5 inhibitors: 1%; MgcRacGAP inhibition: 8%

How did O=C(Nc1nnc(SCc2ccc(F)cc2)s1)c1ccc2ncsc2c1 do in these assays?
LYP inhibition: -9%; Large T inhibition: 9%; Salmonella PhoP GFP: -16%; GPR35 antagonists: 0%; West Nile antiviral: -1.1%; NS5 inhibitors: -25%; MgcRacGAP inhibition: 5%; ER stress rescue: -1.3%
